Screening data: PubChem, several laboratories
HTRA1 inhibitor – HTRA1 (human) protease inhibition. recombinant HTRA1, FP-rhodamine activity-based probe, fluorescence polarization. inhibition, % at 5.96 µM. AID 504803. 340,000 tested, 0.5% active; in the data active = inhibition above about 36%;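 note: 0% = enzyme with DMSO and 100% = wells lacking enzyme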
NR1D1 modulator – Rev-erb alpha (human) modulation. Rev-erbα–FITC-DNA binding, fluorescence polarization, 90 min. activity, % at 10 µM. 370,000 tested, 0.79% active. AID 1259318;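 active = activity above about 14%, limit read from the data; passing the limit was not always enough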;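 note: 0% = DMSO wells with 35 nM protein and 100% = DMSO wells with 750 nM protein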
PG9 Ab binder – PG9 antibody binding by small molecule. inhibition, % at 6.7 µM. 360,000 tested, 0.43% active. TR-FRET gp120-PG9 antibody binding; in the data active = inhibition above about 8.5%
SIAE primary – blocks human sialic acid acetylesterase; Q9HAT2; SIAE FP-Rh probe binding, fluorescence polarization; inhibition, % at 9.66 µM; 370,000 tested, 0.69% active;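 active = inhibition above a cutoff: mean of compounds within the control limits plus 3 SD of those, cut at about 17% in these data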;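 note: 0% = plate median of compound wells and 100% = probe without SIAE protein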
Target sequence (Q9HAT2 whole entry, looked up): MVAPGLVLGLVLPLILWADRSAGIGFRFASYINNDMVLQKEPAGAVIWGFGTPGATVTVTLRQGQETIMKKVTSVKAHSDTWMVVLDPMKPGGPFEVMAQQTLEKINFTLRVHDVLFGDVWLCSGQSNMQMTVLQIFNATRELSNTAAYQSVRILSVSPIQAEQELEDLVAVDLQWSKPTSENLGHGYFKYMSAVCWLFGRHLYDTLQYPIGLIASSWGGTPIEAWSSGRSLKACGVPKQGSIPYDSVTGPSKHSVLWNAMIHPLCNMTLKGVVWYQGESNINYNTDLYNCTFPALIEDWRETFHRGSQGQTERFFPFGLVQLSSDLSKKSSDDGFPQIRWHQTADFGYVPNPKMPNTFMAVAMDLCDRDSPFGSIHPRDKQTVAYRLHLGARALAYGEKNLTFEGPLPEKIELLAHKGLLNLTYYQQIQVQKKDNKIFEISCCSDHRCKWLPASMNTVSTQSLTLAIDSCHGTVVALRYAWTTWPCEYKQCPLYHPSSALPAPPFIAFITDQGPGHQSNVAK
TCR CD3 inh – blocks the human TCR-CD3 interaction | TAMRA-labeled TCR probe fluorescence, biochemical | inhibition, % at 9.4 µM | 360,000 tested, 0.37% active | AID 651800; in the data active = inhibition above about 19%;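 note: recombinant mutant TCR 2C K166C tagged with TAMRA read by polarization; 0% = receptor in buffer alone and 100% = receptor with positive control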
PRMT1 FP inh – inhibitors of human PRMT1 | Q99873 | recombinant PRMT1, activity-based probe fluorescence polarization | 370,000 tested, 1.3% active | inhibition, % at 2.79 µM;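 active = inhibition above about 21% made by adding two undisclosed values, limit read from the data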
rCAG binder – r(CAG) repeat RNA binding; TO-PRO-1 dye displacement fluorescence; inhibition, % at 3 µM; 370,000 tested, 1.3% active; AID 651821;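 active = inhibition above the plate cutoff, the mean of all test compounds on that plate plus 3 SD, cut at about 35% in these data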;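 note: 0% = DMSO alone and 100% = 100 µM mitoxantrone as full dye displacement; higher means more dye released from RNA so lower well fluorescence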
mABHD4 FP – ABHD4 (mouse) inhibition, primary FP screen; Q8VD66; purified mABHD4, FP-Rh probe fluorescence polarization; inhibition, % at 8.92 µM; 370,000 tested, 0.54% active; AID 720543;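 active = inhibition exceeding the mean over every tested compound plus 3 SD, cut at about 30% in these data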;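 note: 0% = plate median of compound wells and 100% = S159A mutant with DMSO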
Target sequence (Q8VD66 whole entry, looked up): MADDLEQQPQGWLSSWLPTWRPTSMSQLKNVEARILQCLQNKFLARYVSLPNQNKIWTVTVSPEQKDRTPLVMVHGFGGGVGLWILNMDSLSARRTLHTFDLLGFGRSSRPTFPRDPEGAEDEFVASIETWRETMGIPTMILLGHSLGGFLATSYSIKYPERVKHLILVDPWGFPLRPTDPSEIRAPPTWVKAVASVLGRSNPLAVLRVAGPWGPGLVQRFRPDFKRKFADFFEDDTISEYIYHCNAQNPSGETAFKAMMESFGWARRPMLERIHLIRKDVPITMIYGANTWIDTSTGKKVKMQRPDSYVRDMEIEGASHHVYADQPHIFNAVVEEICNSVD
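Assay system: mouse ABHD4 enzyme, wild type / Also added: fluorescent activity-based probe FP-Rh / Doses: single nominal dose of 8.92 µM, 0.89% DMSO final / Timing: 45 min compound pre-incubation plus 60 min probe step, 25 °C / Signal: FP readout, ex 525 nm / em 598 nm / Control set: S159A mutant/DMSO as 100%, compound-well median as 0%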
LEDGF integ inh – blocks HIV-1 LEDGF/p75-dependent DNA integration; TR-FRET IN-LEDGF/p75 DNA integration, Eu/Cy5; inhibition, % at 3.7 µM; 370,000 tested, 0.64% active; AID 743269;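 active = inhibition above the screen-wide mean plus 3 SD, cut at about 13% in these data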;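 note: signal is the Cy5 over europium emission ratio at 671 and 618 nm; 0% = plate median of compound wells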
TDP2 absorb – TDP2 (human) inhibition, absorbance primary screen. inhibition, % at 12.8 µM. 370,000 tested, 0.34% active. O95551. recombinant TDP2, T5PNP hydrolysis, p-nitrophenol absorbance 415 nm. AID 720702;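 active = inhibition above the mean of all tested compounds plus 3 SD, set per campaign, cut at about 25% in these data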;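 note: 0% = DMSO with enzyme and 100% = buffer with substrate but no TDP2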
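System – recombinant human TDP2 · Amount – 120 nM TDP2 per well · Buffer or medium – Mg2+-containing Tris-HCl buffer, pH 7.5 · Reagent – T5PNP substrate, 5 mM · Dosing – 12.8 µM single point, 1% DMSO · Incubation – 2 h at 37 °C · Measured by – epi absorbance · Read-out basis – percent inhibition · Benchmarks – high control without enzyme, low control DMSO plus TDP2 · Repeats – singlicate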
Starred values were filed as active, the others as inactive; nt = not tested or not shown; & = joins results of further samples. An excerpt; rates above refer to the full screens.

Below each compound: HTRA1 inhibitor	NR1D1 modulator	PG9 Ab binder	SIAE primary	TCR CD3 inh	PRMT1 FP inh	rCAG binder	mABHD4 FP	LEDGF integ inh	TDP2 absorb
- CC(C)(C)C(=O)Cn1ncc(Br)c(Br)c1=O
 : 5	-1	3.4	13	-6	7	-2	0	-4	0
- CCc1nnc(NC(=O)CSc2nnc(CNC(=O)c3ccccc3F)n2C)s1
 : 1	2	-1.1	-4	6	0	-2	0	-5	6
- Cn1c(Br)nc2c1c(=O)n(CC(O)COc1ccccc1)c(=O)n2C (configuration not stated)
 : 0	1	0.3	9	5	-3	-4	-1	4	4
- CCOC(=O)c1c(C)[nH]c(C)c1S(=O)(=O)N(C)CC(=O)Nc1cccc(C)n1
 : 1	6	-0.8	-5	-8	-1	0	-1	0	-5
- Cc1ccc(N(C(=O)CC2NC(=O)NC2=O)C2(C(=O)NC3CCCC3)CCCCC2)cc1 (configuration not stated)
 : 1	-1	-1.7	7	-5	-2	-5	7	-2	2
- CC1(C)CC(n2c(NCCO)nc3c(c2=O)C2(CCCC2)Cc2ccccc2-3)CCO1 (configuration not stated)
 : -14	4	1.1	0	-1	3	-4	-5	-2	7
- O=C(CSc1nc(O)c(C2CCCCC2)c(=O)[nH]1)Nc1ccc(F)cc1
 : -3	2	-1.7	-7	5	3	3	6	-1	13
- COCCC(=O)N1CCC(Oc2ccc(C(=O)NCc3ncc(C)[nH]3)cc2)CC1
 : 3	0	-1.2	-1	-13	5	-6	1	-2	7
- CN(C)S(=O)(=O)c1cccc(C(=O)Nc2cc(S(=O)(=O)N3CCOCC3)ccc2O)c1
 : -3	-2	-2.0	-1	-5	3	18	1	-10	-10
- COC(=O)c1ccc(-c2nc(O)c3cnccn23)cc1
 : 7	6	-11	4	6	2	1	-7	-1	7
- CC(=O)N1CCN(CC(O)COc2ccc(OCc3ccccc3)cc2)CC1 (configuration not stated)
 : 1	-3	-0.9	-6	-4	1	-8	5	-6	-6
- Cc1ccccc1Oc1ccc(S(=O)(=O)NCCC(=O)O)cc1
 : 1	-2	-2.1	5	-2	-1	5	10	-1	9
- CC1CCC2(CC1)CCN(CCCOC(=O)NCc1ccc(Cl)cc1)C2=O (configuration not stated)
 : nt	5	nt	-2	nt	2	0	-2	5	-2
- CSc1ccccc1C(=O)C1CCCN(S(=O)(=O)c2c(C)noc2C)C1 (configuration not stated)
 : -28	6	1.2	-2	6	4	-6	-1	-2	7
- Cc1ccc(CNC(=O)C2CCCN(c3nn4c(=O)cc(C)nc4s3)C2)cc1 (configuration not stated)
 : -2	6	0.3	-4	3	1	-4	-2	1	2
- O=C(COc1ccc(F)cc1F)NNC(=O)Nc1cccc([N+](=O)[O-])c1
 : 3	3	0.8	2	5	0	2	-2	1	6
- O=C(COC(=O)c1cccnc1)Nc1ccc(F)cc1
 : 3	-6	1.0	-11	4	-1	-3	-2	0	1
- O=C(CCCn1c(=S)[nH]c2cc3c(cc2c1=O)OCO3)NCc1cccc(Cl)c1
 : -7	48*	17*	1	0	2	3	2	-3	-5
- CC(C)Nc1nc(NC(C)C)nc(OCCOC(=O)Nc2ccccc2)n1
 : -17	-5	1.8	6	1	1	-10	0	1	1
- O=C(CS(=O)(=O)c1c[nH]c2ccccc12)N1CCc2ccccc21
 : -3	0	2.4	0	2	-1	6	-2	-1	-4
- CCC(C(=O)Nc1ccc2c(c1)OCCO2)c1ccccc1 (configuration not stated)
 : 0	-1	0.3	8	4	-2	-2	0	-3	-7
- COc1cc(Cn2c(=O)c3c(OC)c(C)cnc3n(C)c2=O)cc(OC)c1
 : 1	1	-0.4	2	8	1	-3	-2	2	-9
- CN1CCC(N(C)S(=O)(=O)c2ccc(C(C)(C)C)cc2)CC1
 : 5	3	1.1	0	3	10	-7	1	-1	13
- CCOC(=O)C1(C(=O)OCC)N=C(c2ccccc2)C=C1c1ccccc1
 : nt	1	-0.6	2	9	1	4	-7	-1	-3
- CC1CCN(C(=O)CSc2nc3[nH]ncc3c(=O)[nH]2)CC1
 : 3	-4	-0.2	5	-4	0	1	-1	3	-11
- O=C(N/N=C/c1c[nH]c2ccccc12)c1cc(-c2cccc3ccccc23)n[nH]1
 : -13	-7	-1.5	-9	4	-1	3	7	2	7
- CCCn1c(SCC(=O)NC2CCCCC2)nnc1-c1ccco1
 : -4	-4	-1.3	-12	-3	1	-2	0	0	19
- CC1CN(C(=O)c2ccc(S(=O)(=O)Nc3cccc(C(F)(F)F)c3)cc2)CC(C)O1 (configuration not stated)
 : -3	5	-0.3	-1	-4	1	7	3	0	1
- Cn1cccc1/C=N/NC(=O)Cc1cccc2ccccc12
 : -6	-1	-0.9	3	-1	3	4	2	-3	-5
- CC(NC(=O)c1ccc(S(=O)(=O)Nc2ccccc2)cc1)c1ccc(S(N)(=O)=O)cc1 (configuration not stated)
 : -15	-2	1.7	-14	-4	1	13	-8	-2	-2

2 compounds from above, limited to PRMT1 FP inh and PG9 Ab binder.
structure	PRMT1 FP inh	PG9 Ab binder
O=C(N/N=C/c1c[nH]c2ccccc12)c1cc(-c2cccc3ccccc23)n[nH]1	-1	-1.5
CCCn1c(SCC(=O)NC2CCCCC2)nnc1-c1ccco1	1	-1.3

3 structures already listed, sorted by molecular weight, descending:
Below each compound: HTRA1 inhibitor	NR1D1 modulator	PG9 Ab binder	SIAE primary	TCR CD3 inh	PRMT1 FP inh	rCAG binder	mABHD4 FP	LEDGF integ inh	TDP2 absorb
- Cc1ccc(CNC(=O)C2CCCN(c3nn4c(=O)cc(C)nc4s3)C2)cc1 (configuration not stated)
 : -2	6	0.3	-4	3	1	-4	-2	1	2
- CSc1ccccc1C(=O)C1CCCN(S(=O)(=O)c2c(C)noc2C)C1 (configuration not stated)
 : -28	6	1.2	-2	6	4	-6	-1	-2	7
- COC(=O)c1ccc(-c2nc(O)c3cnccn23)cc1
 : 7	6	-11	4	6	2	1	-7	-1	7

Copied from the list.
CC(=O)N1CCN(CC(O)COc2ccc(OCc3ccccc3)cc2)CC1 (configuration not stated) – NR1D1 modulator = -3
CCCn1c(SCC(=O)NC2CCCCC2)nnc1-c1ccco1 – LEDGF integ inh = 0
CC(NC(=O)c1ccc(S(=O)(=O)Nc2ccccc2)cc1)c1ccc(S(N)(=O)=O)cc1 (configuration not stated) – PG9 Ab binder = 1.7
CC1CN(C(=O)c2ccc(S(=O)(=O)Nc3cccc(C(F)(F)F)c3)cc2)CC(C)O1 (configuration not stated) – TCR CD3 inh = -4

NR1D1 modulator, entries above that show a hit
molecule	HTRA1 inhibitor	NR1D1 modulator	PG9 Ab binder	SIAE primary	TCR CD3 inh	PRMT1 FP inh	mABHD4 FP	LEDGF integ inh	TDP2 absorb
O=C(CCCn1c(=S)[nH]c2cc3c(cc2c1=O)OCO3)NCc1cccc(Cl)c1	-7	48*	17*	1	0	2	2	-3	-5

(list continues)
Below each compound: HTRA1 inhibitor	NR1D1 modulator	PG9 Ab binder	SIAE primary	TCR CD3 inh	PRMT1 FP inh	rCAG binder	mABHD4 FP	LEDGF integ inh	TDP2 absorb
- COc1ccc(C(=O)Nc2cc(S(=O)(=O)N3CCCCC3)ccc2C)cc1
 : -6	-1	0.4	-3	2	1	7	-1	-2	-8
- O=C(NCC(c1ccco1)N1CCN(c2ccccc2)CC1)C(=O)NC1CCCCC1 (configuration not stated)
 : 6	-4	-1.7	3	-4	6	-2	4	-11	-6
- Nc1ccc2oc(-c3ccccc3Cl)cc(=O)c2c1O
 : 19	6	-0.9	3	-2	0	10	21	1	2
- COC(=O)c1ccc(C(=O)OCCCc2nc3ccc(N)cc3[nH]2)cc1
 : -5	-2	-1.2	3	-1	0	3	4	-1	5
- CC1CC(C)CN(C(=O)c2ccc(N3CC4CC(C3)c3cccc(=O)n3C4)c([N+](=O)[O-])c2)C1 (configuration not stated)
 : 3	0	-0.3	-4	-2	-4	-7	8	-2	-1
- COc1ccc(-n2c(CNC(=O)COc3ccc(Cl)cc3)n[nH]c2=S)cc1
 : -5	2	-2.4	1	8	4	1	7	1	2
- CSc1nc(Oc2ccc(=O)[nH]n2)nc(N(C)C)n1
 : -1	0	3.4	-5	6	3	6	-9	-4	-10
- O=c1c(C/C=C/c2ccccc2)c(O)ccn1Cc1cccc(Cl)c1
 : -11	-5	-3.0	-13	6	0	6	-13	7	-11
- CN1CCN(CCCNC(=O)c2ccc(/C=C3/Sc4ccccc4N(Cc4cccc(Cl)c4)C3=O)cc2)CC1
 : -20	-2	-1.4	-2	-3	-2	1	-9	1	11
- O=C(Cc1c(F)cccc1Cl)Nc1ccncc1
 : -1	-5	1.8	4	-3	-1	-2	5	1	2
- Cc1cccc(C(=O)N[C@H](C(=O)Nc2ncc(C)s2)C(C)C)c1
 : -10	0	-1.2	0	-1	-3	-6	0	3	-6
- CCN(CC(=O)Nc1c(C(=O)OC)[nH]c2ccc(Cl)cc12)c1ccc2c(c1)OCO2
 : 13	-1	-0.4	21*	-2	8	9	22	-1	6
- CCOC(=O)N1CCN(C(=O)c2ccc3c(c2)N(Cc2ccc(C)cc2)CCS3)CC1
 : 0	5	3.1	5	-3	0	1	-4	1	-18
- CCOC(=O)N1CCC(c2[nH][nH]c(=O)c2C)CC1
 : 2	3	-2.0	3	5	-1	-5	-2	-2	4
- O=C(N/N=C/c1cc([N+](=O)[O-])ccc1O)c1cccc2ccccc12
 : 17	3	-0.8	7	17	0	14	14	0	-9
- CCCCC(CC)CN1CN(CC(CC)CCCC)CC(C)(N)C1 (configuration not stated)
 : 1	-6&-3	-1.9	-1	0	3	2	2	-5	2
- COCCNC(=O)Nc1ccc2c(c1)N(C)C(=O)c1ccccc1S2
 : 1	-4	0.2	-7	6	0	2	-6	-10	3
